# CHRM5 PAM – positive allosteric modulators of human muscarinic M5 receptor. CHO-K1 hM5, Fluo-8 calcium, ACh EC20 PAM; 0% = ACh EC20, 100% = ACh EC100. activation, % at 3 µM. 0.3% of 360,000 active. AID 624038;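 active means activation above the run cutoff, the mean activation of all test compounds plus 3 SD, cut at about 18% in these data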
#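 System: CHO-K1 hM5 cells. Reagent: acetylcholine, EC20 level. Compound dosing: single dose, 3 µM nominal final test concentration. Timing: Post-acetylcholine fluorescence recording 140 s. Detection: Fluo-8 calcium fluorescence. Read-out: % activation, ACh-normalized. Benchmarks: ACh EC20 and EC100 wells. Repeats: singlicate, one well per test compound.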
# M1 PAM – positive allosteric modulators of human M1 muscarinic receptor. P11229. CHO-K1 hM1, Fluo-8 calcium fluorescence, ACh EC20; 0% = ACh EC20, 100% = maximal ACh. activation, % at 3 µM. 0.088% of 360,000 active. AID 588819; in the data active means activation above about 19%, passing the limit was not always enough
# Target sequence (P11229 whole entry, looked up): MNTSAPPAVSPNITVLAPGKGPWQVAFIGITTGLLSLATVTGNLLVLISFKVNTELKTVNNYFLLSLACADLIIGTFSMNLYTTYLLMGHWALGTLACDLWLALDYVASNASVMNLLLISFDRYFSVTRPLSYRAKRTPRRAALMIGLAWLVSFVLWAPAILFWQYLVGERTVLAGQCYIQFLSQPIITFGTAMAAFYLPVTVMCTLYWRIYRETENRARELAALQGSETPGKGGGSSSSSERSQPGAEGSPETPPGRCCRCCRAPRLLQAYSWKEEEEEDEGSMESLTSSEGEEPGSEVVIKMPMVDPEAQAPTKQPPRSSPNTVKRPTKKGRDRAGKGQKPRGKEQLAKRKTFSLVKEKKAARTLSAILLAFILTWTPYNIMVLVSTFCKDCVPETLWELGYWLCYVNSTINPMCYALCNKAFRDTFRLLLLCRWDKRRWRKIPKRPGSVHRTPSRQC
# CHRM5 agonist – CHRM5 agonism in calcium assay. 0.19% of 360,000 active. P08912. activation, % at 3 µM. CHO-K1 hM5 cells, Fluo-8 calcium fluorescence; 0% DMSO wells, 100% maximal acetylcholine response;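 active means activation above the run's mean over test compounds plus 3 SD, cut at about 23% in these data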;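 further: signal is peak over basal fluorescence ratio across the kinetic read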
# CHRM5 antagonist – CHRM5 antagonism in calcium assay. P08912. CHO-hM5 cells, Fluo-8 calcium fluorescence, ACh EC80. inhibition, % at 3 µM. 0.59% of 360,000 active;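 active means inhibition above a per-plate cutoff, the mean of that plate's test compounds plus 3 SD, cut at about 27% in these data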;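 further: 0% = acetylcholine EC80 with DMSO and 100% = DMSO without agonist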
# CRFR2-BP ag – CRF-BP/CRF-R2 complex agonism; HEK293 CRF-R2/CRF-BP, calcium dye fluorescence (FLIPR); percent of saturating CRF peptide response; activation, % at 13.2 µM; 0.46% of 350,000 active;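 active means activation of at least 50%, plus an integration ratio under a set limit after plate pattern correction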;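 further: plate controls were neutral control wells without compound for no effect and CRF at EC100 for full effect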
# CHRM4 agonist – agonists of human muscarinic M4 receptor (CHRM4); activation, % at 3 µM; AID 624127; CHO-K1 hM4/Gqi5, Fluo-8 calcium fluorescence; vehicle 0%, full acetylcholine response 100%; P08173; 0.14% of 360,000 active;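 active means activation above the run mean over all test wells plus 3 SD, cut at about 32% in these data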;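 further: peak over basal fluorescence ratio per well then scaled between controls; 0% = DMSO wells and 100% = acetylcholine at EC100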
# Target sequence (P08173 whole entry, looked up): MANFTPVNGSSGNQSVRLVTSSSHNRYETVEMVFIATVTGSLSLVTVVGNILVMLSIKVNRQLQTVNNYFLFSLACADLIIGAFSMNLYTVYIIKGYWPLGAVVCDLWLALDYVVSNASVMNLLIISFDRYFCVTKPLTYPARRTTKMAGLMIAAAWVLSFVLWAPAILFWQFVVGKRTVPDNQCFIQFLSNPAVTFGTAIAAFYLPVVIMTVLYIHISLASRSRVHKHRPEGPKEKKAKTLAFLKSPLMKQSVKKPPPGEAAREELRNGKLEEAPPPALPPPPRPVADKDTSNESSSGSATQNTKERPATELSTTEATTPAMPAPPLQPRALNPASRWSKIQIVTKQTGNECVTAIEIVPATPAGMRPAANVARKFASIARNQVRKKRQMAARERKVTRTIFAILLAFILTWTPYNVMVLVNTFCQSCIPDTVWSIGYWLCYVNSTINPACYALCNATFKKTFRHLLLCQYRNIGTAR
# CHRM4 PAM – positive allosteric modulators of human muscarinic M4 receptor; P08173; CHO-K1 hM4/Gqi5, Fluo-8 calcium fluorescence, ACh EC20; 0% = ACh EC20, 100% = maximal ACh; activation, % at 3 µM; 0.4% of 360,000 active;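 active means activation above its plate's cutoff, the mean activation of sample wells plus 3 SD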; further: some results filed as inactive read as strong as hits
# M1 antag – human CHRM1 antagonism. P11229. CHO-K1 hM1, Fluo-8 calcium fluorescence, ACh EC80 antagonist. inhibition, % at 3 µM. 1.3% of 360,000 active;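 active means percent inhibition above its own plate's cutoff, namely the mean of that plate's compound wells plus 3 SD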;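 further: peak over basal fluorescence ratio during 140 s after agonist addition; 0% = ACh EC80 plus DMSO and 100% = DMSO alone without agonist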
# M4 antag – CHRM4 antagonism in calcium assay; AID 624125; 0.73% of 360,000 active; CHO-hM4 cells, ACh EC80, Fluo-8 calcium fluorescence; inhibition, % at 3 µM;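 active means inhibition above its plate's cutoff, the mean inhibition of sample wells plus 3 SD, cut at about 27% in these data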;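 further: 0% = acetylcholine EC80 with DMSO and 100% = DMSO without agonist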
# Numbers without * were called inactive; nt = no result given.
SMILES,CHRM5 PAM,M1 PAM,CHRM5 agonist,CHRM5 antagonist,CRFR2-BP ag,CHRM4 agonist,CHRM4 PAM,M1 antag,M4 antag
CC(C)CN(C(=O)CSc1nnnn1-c1ccccc1)c1c(N)n(CC(C)C)c(=O)[nH]c1=O,-1,1,0,-1,0.9,1,2,-6,-2
NC(=O)CNC(=O)[C@@H]1CC2(CC(c3cccc(Br)c3)=NO2)CN1C(=O)c1ccc(Br)cc1 (some centres undefined),1,6,0,9,-1.5,2,4,-8,3
COc1ccccc1CNC(=S)NCCc1ccccc1,-8,3,-6,15,-2.3,0,2,5,4
O=C(Nc1cccc(S(=O)(=O)N2CCCCCC2)c1)c1ccc(Cl)nc1,-14,-14,4,7,-1.9,19,-10,13,2
O=C(O)C(Cc1c[nH]c2ccccc12)NS(=O)(=O)c1ccc(F)cc1 (centres undefined),0,6,1,-7,-0.3,1,-6,-14,2
CN(CC(=O)Nc1ccc(Br)cc1)Cc1ccccc1,2,-8,-10,9,-2.6,2,-8,13,2
C[C@]12CC[C@H](O)CC1=CCC1C2CC[C@@]2(C)C1CC[C@@H]2NC(=O)CCC(=O)O (some centres undefined),4,5,5,3,-0.5,0,-1,-11,-10
O=[N+]([O-])c1c(Nc2ccc(O)cc2)cc(Cl)c2nonc12,-10,-15,-8,43*,-1.8,-2,-8,42*,78*
O=C1c2ccccc2C(=O)N1CCCCSc1nc2ccccc2c(=O)n1CCCN1CCOCC1,-11,-22,-4,9,-0.7,13,-7,9,-11
O=C(Nc1ccccc1Cl)ON=C1c2ccccc2-c2ccccc21,-16,8,-7,19,-5.5,0,-3,-4,7
CCC(C)(C)NC(=O)C(c1ccc(C)cc1)N(CCN1CCOCC1)C(=O)CNC(=O)c1cccs1 (centres undefined),-5,-8,-3,-2,1.1,2,9,10,-10
Cc1cc(C)n2nc(C(=O)N/N=C/c3cccc(Cl)c3)nc2n1,-3,4,0,2,-0.5,1,32*,-8,1
CC(C)C(OC(=O)c1cccs1)C(=O)NCc1ccccc1 (centres undefined),-6,5,-5,-2,0.6,0,0,0,1
Cc1cccc(C)c1N(CC(=O)N1CCOCC1)S(C)(=O)=O,-5,8,3,9,0.3,1,4,-5,-9
COc1ccc(N=C2SC(C(=O)N3CCN(c4ccc([N+](=O)[O-])cc4)CC3)CC(=O)N2C)cc1 (centres undefined),-5,5,-2,1,-1.6,1,0,-7,-4
COc1ccc(NC(=O)c2ccc(-c3ccccc3)cc2)cc1NS(=O)(=O)c1ccc(F)cc1,-11,1,-1,9,1.6,4,-6,0,6
CC1=Nc2ccccc2/C1=C/c1sc(=S)n(-c2cccc(C(=O)O)c2)c1O,-6,6,8,18,47,13,1,15,0
CCOC(=O)CSc1ccc(C(=O)Nc2ccc(OC)cc2)cn1,-1,-2,2,0,-0.1,5,8,-2,-5
CC(C)COc1ccc(C(=O)OCC(=O)N(C)CC(=O)Nc2ccc(F)cc2)cc1,3,2,0,3,0.5,0,8,-4,-2
Cc1ccc(-c2csc(NC(=O)C3=COCCO3)n2)cc1C,9,-6,12,2,nt,1,-7,9,4
CCOc1cc(CNC2CCCC2)ccc1OCc1ccccc1Cl,-1,-5,-2,8,2.6,10,-16,6,1
Cc1cc(C(=O)Nc2ccc(Cl)cc2)on1,1,-3,2,8,-2.0,5,2,0,-9
Cc1sc2ncn(CC(=O)NCc3ccco3)c(=O)c2c1-c1ccc(F)cc1,-8,-3,0,6,3.4,1,0,-2,0
Cc1[nH]nc2c1C(c1ccoc1)C(C#N)=C(N)O2 (centres undefined),14,7,-9,0,-0.8,0,2,-8,-1
CCN(CC)C(=O)Cn1cnc([N+](=O)[O-])n1,-4,1,3,2,-0.2,1,2,-20,0

# Sorted by number of heavy atoms (smallest number first): part of the list above
SMILES,CHRM5 PAM,M1 PAM,CHRM5 agonist,CHRM5 antagonist,CRFR2-BP ag,CHRM4 agonist,CHRM4 PAM,M1 antag,M4 antag
CCN(CC)C(=O)Cn1cnc([N+](=O)[O-])n1,-4,1,3,2,-0.2,1,2,-20,0
Cc1[nH]nc2c1C(c1ccoc1)C(C#N)=C(N)O2 (centres undefined),14,7,-9,0,-0.8,0,2,-8,-1
CN(CC(=O)Nc1ccc(Br)cc1)Cc1ccccc1,2,-8,-10,9,-2.6,2,-8,13,2
COc1ccccc1CNC(=S)NCCc1ccccc1,-8,3,-6,15,-2.3,0,2,5,4
Cc1ccc(-c2csc(NC(=O)C3=COCCO3)n2)cc1C,9,-6,12,2,nt,1,-7,9,4
Cc1cc(C)n2nc(C(=O)N/N=C/c3cccc(Cl)c3)nc2n1,-3,4,0,2,-0.5,1,32*,-8,1
CCOC(=O)CSc1ccc(C(=O)Nc2ccc(OC)cc2)cn1,-1,-2,2,0,-0.1,5,8,-2,-5
CCOc1cc(CNC2CCCC2)ccc1OCc1ccccc1Cl,-1,-5,-2,8,2.6,10,-16,6,1
O=C(Nc1cccc(S(=O)(=O)N2CCCCCC2)c1)c1ccc(Cl)nc1,-14,-14,4,7,-1.9,19,-10,13,2
CC1=Nc2ccccc2/C1=C/c1sc(=S)n(-c2cccc(C(=O)O)c2)c1O,-6,6,8,18,47,13,1,15,0
Cc1sc2ncn(CC(=O)NCc3ccco3)c(=O)c2c1-c1ccc(F)cc1,-8,-3,0,6,3.4,1,0,-2,0
CC(C)COc1ccc(C(=O)OCC(=O)N(C)CC(=O)Nc2ccc(F)cc2)cc1,3,2,0,3,0.5,0,8,-4,-2
NC(=O)CNC(=O)[C@@H]1CC2(CC(c3cccc(Br)c3)=NO2)CN1C(=O)c1ccc(Br)cc1 (some centres undefined),1,6,0,9,-1.5,2,4,-8,3
COc1ccc(NC(=O)c2ccc(-c3ccccc3)cc2)cc1NS(=O)(=O)c1ccc(F)cc1,-11,1,-1,9,1.6,4,-6,0,6
CCC(C)(C)NC(=O)C(c1ccc(C)cc1)N(CCN1CCOCC1)C(=O)CNC(=O)c1cccs1 (centres undefined),-5,-8,-3,-2,1.1,2,9,10,-10

# (cont.)
SMILES,CHRM5 PAM,M1 PAM,CHRM5 agonist,CHRM5 antagonist,CRFR2-BP ag,CHRM4 agonist,CHRM4 PAM,M1 antag,M4 antag
Cc1cc(C)c2c(CN3CCN(c4ccccc4)CC3)cc(=O)oc2c1,2,-11,0,1,nt,0,-2,-5,1
CCCn1c(SCC(=O)N2CCCCC2)nc2c1c(=O)n(C)c(=O)n2C,7,15,-4,1,0.2,2,-1,-10,13
COc1ccc(C(=O)NC(C)CCc2ccccc2)c(OC)c1 (centres undefined),-2,5,-5,-4,-9.8,1,2,-8,-14
COc1ccc(C(C(=O)NC2CCCCC2)N(Cc2ccco2)C(=O)c2snc(C(N)=O)c2N)cc1 (centres undefined),-10,-12,2,18,-1.1,17,-11,25*,13
O=C(N/N=C/c1ccc2cccnc2c1)c1nc2ccccc2c(=O)[nH]1,0,7,-2,-5,-6.0,0,7,-3,3
COc1cc(OC)cc(C(=O)NNC(=O)CCNS(=O)(=O)c2ccc(Br)cc2)c1,-6,16,1,20,-7.3,1,13,-11,-2
Cc1nc2ccc(C(=O)N/N=C/c3ccccc3O)cc2[nH]1,-3,0,-2,9,-0.8,1,-6,7,11
C/C=C1\COC(C(=O)NCc2cccc(OC)c2OC)(C(F)(F)F)C=C1C=C1CCCCC1 (centres undefined),2,-3,3,7,2.2,-1,-1,4,6
CCOc1ccc(S(=O)(=O)N(C)c2ccc(OCC(=O)Nc3nccs3)cc2)cc1,-5,-10,2,-5,1.0,9,-11,8,-5
CCN(CC)c1nc(Nc2ccc([N+](=O)[O-])cc2)nc(N(CC)CC)n1,-5,-1,-4,10,3.8,0,-4,-8,9
COc1cccc(NC(=O)CN(C)C(=O)CSCc2nc3scc(-c4cccs4)c3c(=O)[nH]2)c1,-1,4,0,4,-1.5,nt,-7,-2,-1
CC(=O)N1CCN(C(=O)c2ccccc2NS(=O)(=O)c2ccc(F)cc2)CC1,-3,0,0,1,-0.7,1,3,0,-4
Cc1cccc2c1NC1(CCCC1)CC2C (centres undefined),2,7,-1,-13,-3.4,0,2,-10,-14
CC(C)C(c1nnnn1CCc1ccccc1)N1CCOCC1 (centres undefined),3,6,-5,-3,1.7,0,0,0,-5
COC(=O)c1cn(C(=O)c2cc(Br)ccc2Cl)c2ccccc12,-2,9,-7,-7,-0.3,0,8,-18,-3
CCC(=O)OCCNc1nc(-c2ccccc2)nc2ccccc12,-7,-10,-7,18,0.1,4,-9,25,2
CC1(C)C(=O)Nc2ccccc2N1C(=O)COc1ccccc1C#N,8,-2,2,8,2.6,1,-2,-4,-1
COc1ccc(S(=O)(=O)NCC(c2ccc(C)cc2)N2CCN(C)CC2)cc1OC (centres undefined),0,4,0,10,0.2,0,1,-10,0
COCCN(Cc1ccc(C)cc1)C(=O)[C@H]1O[C@@H](n2cnc3c(N)ncnc32)[C@H](O)[C@@H]1O,-1,3,2,-2,nt,3,2,-26,-4
CCCCC(CC)CNC(=O)CC1Nc2c3ccccc3nc(=S)n2C1=O (centres undefined),2,10,0,10,-2.9,1,1,-13,4
CCN1C(=O)N(C)[C@@H](c2ccccc2)C(C(C)=O)=C1C,6,3,-4,4,-1.5,0,-5,-1,-7
COc1cc(OC)c(OC)cc1CNCC1COc2ccccc2O1 (centres undefined),13,15,3,-7,0.0,2,8,-22,-9
CCN(CC(=O)O)S(=O)(=O)c1cc(Cl)ccc1Cl,0,10,-1,-2,2.2,0,-1,-12,7
O=S(=O)(Nc1ccc(Br)cc1)c1cccc2nonc12,-7,-3,-6,17,0.1,4,0,6,-2
Cc1cc(=O)oc2cc(OCC(=O)OC(C)C(=O)NC3CCCC3)ccc12 (centres undefined),6,-3,4,5,-2.2,1,1,15,-4
CCOC(=O)CNC(=O)c1sc2ncnc(N3CCc4ccccc4C3)c2c1C,-2,-7,-3,1,-3.7,16,-5,-1,-20
CCOc1ccc(/C=N/NC(=O)c2ccccc2C)cc1CN1CC2CC(C1)c1cccc(=O)n1C2 (centres undefined),-1,5,-1,1,-1.7,3,6,-13,-16
CCOCCCNC(=O)C(c1ccc(C)cc1)N(Cc1cccs1)C(=O)c1ccccc1O (centres undefined),-10,4,0,4,-0.6,13,-2,0,-18
CCCCCCC(=O)Oc1ccc(N2C(=O)CCC2=O)cc1,-3,-6,-5,3,-2.7,2,4,-5,-8
COc1ccc(-c2cc(CNc3nc4cc(-c5ccccc5C)sc4c(=O)n3C)on2)cc1,-1,0,2,2,nt,0,2,0,-10
